KCC2 mod – modulates chloride dependent transport by human KCC2; KCC2 cells, thallium flux FluoZin-2 fluorescence; B-score of Tl+ flux slope (higher = more flux/activation; lower = inhibition) at 10 µM; 2.2% of 190,000 active; AID 1456;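 active means thallium flux slope and its plate-corrected score both differing from the plate sample mean at a set confidence after two filtering rounds, in either direction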;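 further: slope of fluorescence scaled to starting intensity during 10 to 20 s after thallium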
EBV gp42 inh – EBV gp42 inhibition | Fluorescence polarization binding assay, mP read-out | inhibition, % (tested at 21.74 µM) | Q1HVG2 | 0.42% of 220,000 active; in the data active means inhibition above about 50%
Target sequence (Q1HVG2 whole entry, looked up): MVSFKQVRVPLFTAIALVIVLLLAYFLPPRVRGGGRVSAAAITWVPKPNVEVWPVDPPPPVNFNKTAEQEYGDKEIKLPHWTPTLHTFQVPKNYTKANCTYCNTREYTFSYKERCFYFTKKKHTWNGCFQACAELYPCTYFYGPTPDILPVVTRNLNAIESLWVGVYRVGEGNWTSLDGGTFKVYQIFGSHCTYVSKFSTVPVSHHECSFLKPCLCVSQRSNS
PERK inhibitor – inhibitors of human PERK kinase; Q9NZJ5; AID 1416; 0.17% of 220,000 active; inhibition, % at 5.6 µM; CHO PERK-DD fusion, SEAP luminescence translation reporter;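 active means inhibition above the mean inhibition of all tested compounds plus 3 SD, set separately per screening campaign, cut at about 2.9% in these data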;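 further: PERK kinase domain activated by AP20187 dimerizer at 100 nM; 0% = DMSO with dimerizer and 100% = rapamycin at 8.4 µM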
L929 necroptosis – blocks zVAD induced death of L929 cells; viability rescue, % at 10 µM; 0.38% of 220,000 active; L929 zVAD necroptosis rescue, ATP luminescence, 24 h; with zVAD 60 µM;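 active means activation, scaled between plate controls, above about 75%, limit read from the data; inactive means activation under that limit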;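 further: 0% = zVAD with DMSO and 100% = DMSO alone without zVAD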
TNF death inh – blocks TNF-alpha induced death of Jurkat FADD-/- cells; Jurkat FADD-/- TNF necroptosis rescue, ATP luminescence, 24 h; 0 = TNF only, 100 = no-TNF cells; activation (protection from cell death), % at 10 µM; 0.068% of 220,000 active; AID 463075;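 active means activation, meaning protection from cell death, of at least 50% relative to plate controls; inactive means activation below 50%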;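 further: necroptosis triggered by 40 ng/mL TNF-alpha added together with compound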
Mdm2 ligase inh – blocks human Mdm2 ubiquitin ligase activity; AID 1230; Q00987; 0.11% of 210,000 active; cell-based MDM2 ubiquitination luciferase reporter, 2 h; 0 = plate control, 100 = twice control, blank-subtracted; signal enhancement, % at 5 µM;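 active means signal enhancement of 30% or more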;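 further: luminescence tracks abundance of the self-degrading MDM2-luciferase fusion protein; higher signal means inhibition of MDM2 E3 ligase activity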
Target sequence (Q00987 whole entry, looked up, the tested form may be a part): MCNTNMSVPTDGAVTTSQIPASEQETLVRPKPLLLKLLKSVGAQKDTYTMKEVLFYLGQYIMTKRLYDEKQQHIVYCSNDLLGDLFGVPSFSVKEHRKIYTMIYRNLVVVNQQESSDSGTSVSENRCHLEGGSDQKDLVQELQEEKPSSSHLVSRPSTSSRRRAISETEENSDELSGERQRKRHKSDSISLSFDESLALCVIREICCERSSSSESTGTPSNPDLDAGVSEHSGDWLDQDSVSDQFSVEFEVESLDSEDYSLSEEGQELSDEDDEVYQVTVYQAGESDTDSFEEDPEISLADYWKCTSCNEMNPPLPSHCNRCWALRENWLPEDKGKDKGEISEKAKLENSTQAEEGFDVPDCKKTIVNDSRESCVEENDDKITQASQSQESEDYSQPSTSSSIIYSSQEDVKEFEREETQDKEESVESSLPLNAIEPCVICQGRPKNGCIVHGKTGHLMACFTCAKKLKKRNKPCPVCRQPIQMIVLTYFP
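system = mammalian cells stably expressing self-ubiquitinating, self-degrading MDM2 E3–luciferase fusion | quantity = 2000 cells per well seeded | incubation = 4 h cell settling then 2 h compound exposure, 37 °C | signal = SteadyLite luminescence, 15 min reagent step | benchmarks = plate control and blank wells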
eIF4E 4G PPI – blocks eIF4E binding to eIF4G. P63073+Q04637. TR-FRET eIF4E-eIF4GI(517-606) binding, 2 h. inhibition, % at 21.7 µM. 0.37% of 220,000 active. AID 782;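 active means inhibition above about 30%, limit read from the data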;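 further: 0% = full FRET control wells and 100% = background wells lacking eIF4GI fragment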
m-calpain inh – inhibitors of pig calpain II; purified calpain II, fluorogenic peptide substrate, 30 min; inhibition, % at 16 µM; 0.37% of 220,000 active; AID 1236;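 active means inhibition above about 50%, limit read from the data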
Rad51 HR inh – Rad51 (human) homologous recombination inhibition; inhibition, % at 10 µM; 0.085% of 200,000 active; hRad51 DNA strand exchange, fluorescence dequenching;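 active means inhibition above 40% at the single screening dose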;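 further: 0% = DMSO control wells and 100% = blanks with heterologous ssDNA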
Target sequence (Q06609 whole entry, looked up): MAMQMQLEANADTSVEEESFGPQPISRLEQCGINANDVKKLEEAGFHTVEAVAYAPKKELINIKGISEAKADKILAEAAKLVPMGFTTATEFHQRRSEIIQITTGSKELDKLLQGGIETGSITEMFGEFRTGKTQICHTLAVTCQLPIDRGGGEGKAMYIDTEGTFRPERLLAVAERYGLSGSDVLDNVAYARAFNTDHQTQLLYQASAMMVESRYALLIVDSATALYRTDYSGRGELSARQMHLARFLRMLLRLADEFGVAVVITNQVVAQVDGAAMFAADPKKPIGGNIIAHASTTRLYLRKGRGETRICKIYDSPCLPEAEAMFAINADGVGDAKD
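Test system: preformed human Rad51 ssDNA filaments. Compound dosing: single dose, 10 µM final compound. Incubation: filaments 15 min 37 °C, then compound 30 min. Technique: FRET fluorescence dequenching, excitation 485 nm, emission 520 nm. Read-out basis: percent inhibition from fluorescence, normalised to plate control and blank means. Benchmarks: plate controls and plate blanks.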
* = called active by the depositor; . = not tested or not shown; [ ] = dose if it differs, or a comment.

SMILES	KCC2 mod	EBV gp42 inh	PERK inhibitor	L929 necroptosis	TNF death inh	Mdm2 ligase inh	eIF4E 4G PPI	m-calpain inh	Rad51 HR inh
CCCCCCn1c(CN2CCCCC2CC)nc2c1c(=O)n(C)c(=O)n2C (stereo unspecified)	-1.9	-16	1.2	-1.4	-1.7	-8	2	5	-11
N#CCCn1c(SCC(=O)NCCc2ccc(F)cc2)nc2ccccc21	.	5	-0.6	-0.1	0.1	-4	-1	1	-3
O=C(COC(=O)C1CC(=O)N(Cc2ccco2)C1)c1ccc(OC(=O)c2ccco2)cc1 (stereo unspecified)	-0.45	23	-0.3	0.1	-2.2	-27	5	-37	-5
COc1cccc(CN(CC2CCCO2)S(=O)(=O)c2ccc(-n3cnnn3)c(OC)c2)c1 (stereo unspecified)	-0.014	11	-1.8	-2.2	1.5	-7	-3	27	6
Cc1nc2ccccn2c1-c1csc(NCc2ccco2)n1	0.047	1	-1.1	0.2	-3.1	-29	-1	-56	2
Cc1ccc(OC(=O)CCC(=O)Nc2ccc(S(=O)(=O)Nc3cc(C)on3)cc2)cc1	1.7	3	0.4	-0.5	-6.6	.	-1	-8	.
Cn1ccnc1C(O)c1ccco1 (stereo unspecified)	0.71	-15	1.0	0.0	-2.2	-6	-6	-7	0
S=C(Nc1cccnc1)Nc1ccccc1Br	1.5	-8	0.7	3.0	-1.0	-7	-1	12	15
Cc1ccc(S(=O)(=O)Nc2nc3ccccc3nc2NCc2ccc3c(c2)OCO3)cc1C	0.27	-9	1.3	1.4	0.6	-4	8	-403	-13
O=C1CCC(=O)N1CNc1ccccn1	-0.81	-18	1.1	0.3	0.3	-1	2	-3	-3
O=C(COC(=O)C1CC(=O)N(c2ccc3c(c2)OCCO3)C1)NC1CCCc2ccccc21 (stereo unspecified)	-0.72	-1	1.7	-0.1	-3.2	-2	2[fluorescence artefact?]	-27	-3
Cc1c(NC(=O)c2cnn3c2NC(c2ccco2)CC3C(F)(F)F)c(=O)n(-c2ccccc2)n1C (stereo unspecified)	0.48	3	-0.9	1.3	-1.6	-8	3	6	-10
O=[n+]1c2c(n([O-])c3c1CCCC3)CCCC2	-0.47	-8	1.6	0.3	-1.2	-6	-5	-6	8
CCOC(=O)c1cnc2cc(-c3ccc(Cl)cc3)nn2c1N	.	-4	1.3	0.1	-3.1	-10	-11	2	7
Cc1cc(N2CCCC2)ccc1/C=C1\NC(=S)N(C)C1=O	.	-86	1.3	0.3	-2.7	-11	5	-10	0
N=c1c2c(-c3ccccc3)c(-c3ccccc3)n(Cc3ccco3)c2ncn1CCCN1CCOCC1	-0.0017	-14	-0.3	1.5	-5.1	-8	-2	21	-13
O=C(Oc1ccc(-c2cnc3ccccc3n2)cc1)c1ccco1	-0.0049	5	1.0	79*	-0.1	-38	0	22	-6
Cc1cc(C)nc(N/N=C/c2cc(C)n(CC(F)(F)F)c2C)n1	0.54	-1	-0.1	0.0	2.6	-16	0	-15	5
CN1CCN(S(=O)(=O)c2ccc(Oc3ccc(F)cc3Br)nc2)CC1	0.26	-13	-0.1	0.8	3.3	-25	-3	2	7
O=[N+]([O-])c1ccc(Cl)c(/C=N/N2CCN(c3ccccc3)CC2)c1	.	-6	1.2	-0.4	-3.3	4	3	20	7

Five compounds drawn at random from those above:
SMILES	KCC2 mod	EBV gp42 inh	PERK inhibitor	L929 necroptosis	TNF death inh	Mdm2 ligase inh	eIF4E 4G PPI	m-calpain inh	Rad51 HR inh
Cc1cc(C)nc(N/N=C/c2cc(C)n(CC(F)(F)F)c2C)n1	0.54	-1	-0.1	0.0	2.6	-16	0	-15	5
O=[N+]([O-])c1ccc(Cl)c(/C=N/N2CCN(c3ccccc3)CC2)c1	.	-6	1.2	-0.4	-3.3	4	3	20	7
CN1CCN(S(=O)(=O)c2ccc(Oc3ccc(F)cc3Br)nc2)CC1	0.26	-13	-0.1	0.8	3.3	-25	-3	2	7
CCOC(=O)c1cnc2cc(-c3ccc(Cl)cc3)nn2c1N	.	-4	1.3	0.1	-3.1	-10	-11	2	7
Cc1cc(N2CCCC2)ccc1/C=C1\NC(=S)N(C)C1=O	.	-86	1.3	0.3	-2.7	-11	5	-10	0

(listing goes on)
SMILES	KCC2 mod	EBV gp42 inh	PERK inhibitor	L929 necroptosis	TNF death inh	Mdm2 ligase inh	eIF4E 4G PPI	m-calpain inh	Rad51 HR inh
CC(C)C(=O)c1ccc(O)c(O)c1	0.37	-10	1.1	0.7	9.3	-11	3	11	14
O=C(Cn1cc(C(=O)C(F)(F)F)c2ccccc21)N1CCOCC1	0.34	-22	0.7	-0.1	0.7	-2	1	32	-6
CC(=O)c1ccc(N=Nc2ccc(C)cc2)cc1	0.67	-3	0.1	0.0	-0.8	-53	0	-3	-4
Cc1nc(-c2ccncc2)nc(NCCNc2ncccc2C(F)(F)F)c1Cl	0.083	-7	-1.5	0.1	0.8	-2	0	16	19
CCN(CC)/C(=N/O)NC(=O)NS(=O)(=O)c1ccc(C)cc1	1.8	-18	1.3	-0.1	3.4	7	-2	1	8
CCCCc1c(O)nc(SCCC(=O)O)[nH]c1=O	0.074	-24	0.4	-0.4	-0.7	-16	9	7	3
C/[N+]([O-])=C\c1coc2ccccc2c1=O	0.29	-2	0.3	1.3	0.0	-11	4[fluorescence artefact?]	5	.
c1cncc(-c2nc(-c3cccs3)cs2)c1	.	3	-1.6	0.8	-0.7	-9	7	-63	1
COc1ccc(NC(=O)c2ccccc2-c2ccc(C(F)(F)F)cc2)cc1S(=O)(=O)N1CCOCC1	0.039	-4	-0.7	-0.2	1.9	0	-4	-17	.
CCCCCCCC(=O)Nc1ccc(C(=O)N/N=C/c2cccc([N+](=O)[O-])c2)cc1	.	14	1.1	2.1	-14	-1	-17	-20	10
CC(Oc1ccc(Cl)cc1Cl)C(=O)NCCCn1ccnc1 (stereo unspecified)	.	-18	-1.1	-0.3	0.3	-4	0	-30	5
CCOC(=O)c1c(CN2CCOCC2)n(-c2ccccc2)c2ccc(O)cc12	0.0042	0	-0.9	2.2	-2.5	3	1	-14	9
Cc1ccc2nsnc2c1N	-0.81	-18	2.0	11	1.1	-7	-3	-11	-4
CN(C)C(=O)N1CCC(C(=O)NCc2ccccc2)CC1	0.81	-23	0.3	1.0	0.4	-10	7[fluorescence artefact?]	-45	4
CC(C(=O)NCCCN1CCOCC1)n1cccc1C(=O)c1ccccc1 (stereo unspecified)	.	3	1.1	-0.2	-1.3	4	2	-4	-3
COc1ccc(S(=O)(=O)N2CCC(C(=O)NCc3ccccn3)CC2)cc1Cl	-0.56	-6	-0.1	0.9	0.4	0	-16[fluorescence artefact?]	-7	7
Cc1cc(C)n(C(=O)c2ccc(C)c(S(=O)(=O)N3CCOCC3)c2)n1	0.28	-20	-0.2	0.2	0.9	7	-1	-7	9
Cc1cccc(OCC(=O)Nc2ccc(N3CCN(S(C)(=O)=O)CC3)cc2)c1C	.	-4	-0.3	0.7	-0.3	-19	0	7	-1
COc1ccccc1CNC(=O)CCn1c(=O)[nH]c2ccsc2c1=O	-1.4	-9	0.1	0.3	-1.2	-3	-2	-2	4
CCN1C(=O)c2cccc3c(S(=O)(=O)NCC4CCCO4)ccc1c23 (stereo unspecified)	1.7	-9	-1.2	12	-9.8	-24	2	-307	-9
NC(=O)COC(=O)c1cc(=O)[nH]c2ccccc12	-0.048	-10	1.7	0.6	0.3	-8	7	-53	14
NC(=O)c1ccc(Cl)c2ccccc12	0.1	1	0.7	0.4	-1.2	-12	2	15	5
N/C(=N\OC(=O)Cc1cccs1)c1ccccc1	0.52	2	0.7	-0.2	-1.8	-12	0	-8	-4
O=C(c1ccc(Cl)cc1)c1c[nH]c(C(=O)NNc2ccccc2)c1	0.55	8	1.1	-0.6	1.7	-14	-1	6	-6
NC(=S)NNC(=S)Nc1ccccc1	-0.025	-4	0.9	0.6	-0.7	-12	-1	6	-1
Cc1ccc(Cn2cc(SCC(N)=O)c3ccccc32)cc1	-0.0026	-3	-0.3	0.3	0.0	-11	-2	-6	-1
Cc1ccc(N2CC(C(=O)Nc3ccc(S(=O)(=O)Nc4nccc(C)n4)cc3)CC2=O)cc1 (stereo unspecified)	0.57	-14	1.8	6.4	1.0	-9	5	-7	2
COc1ccc(C)cc1NS(=O)(=O)c1cc(C)ccc1C	-0.017	-11	-0.4	0.3	0.2	-9	-7	-23	8
CCCCNCc1ccc(OCc2ccc(Cl)nc2)c(OC)c1	0.46	6	-1.3	-1.1	3.7	-12	0	-6	.
O=C(/C=C/c1c(F)cccc1Cl)Nc1nn[nH]n1	0.44	-5	1.1	2.4	-0.2	-7	2	-19	-19
Cc1ccc(-n2c(COc3cccc(C)c3)n[nH]c2=S)cc1	5.6*	-16	1.1	0.5	0.1	16	-1	-36	0
O=C(Nc1nnc(C2=COCCO2)o1)c1ccc(S(=O)(=O)N2CCOCC2)cc1	-0.1	-13	1.5	1.9	-0.5	1	2	-4	10
CC1CN(c2cc(=O)n(-c3ccccc3)c(=O)[nH]2)CC(C)O1 (stereo unspecified)	0.46	3	2.3	1.5	1.1	-23	-6[fluorescence artefact?]	-4	-6
Clc1ccc(Cc2nnc(-c3ccccc3Br)o2)cc1	-1.7	3	0.9	.	1.7	.	0[fluorescence artefact?]	17	2
Cc1ccc(-n2nc3c(Cl)nnc(C)c3c2C)cc1	0.072	-22	-0.6	-1.3	-3.2	-12	-2	4	-4
CC(C)=NOc1nc(N(C)C)nc(N(C)C)n1	0.78	-3	0.8	1.2	2.0	-11	4	-26	-25
c1ccc(-c2cc(N3CCCCCC3)n[nH]2)cc1	-0.15	8	0.2	1.3	-1.1	1	2	-34	4
FC(F)(F)c1ccc(/C=N/NC(=S)NC2CCCCC2)cc1	0.2	-13	0.7	3.8	0.5	-1	0	-16	-2
CC1(C)CC(=O)c2c(Cc3ccccc3)noc2C1	-0.75	-9	-0.1	1.8	22	2	3	20	0
COc1ccccc1/C=C1\SC(=S)N(CC(=O)Nc2nnc(C)s2)C1=O	-1.8	-3	0.1	-0.2	-9.2	9	-2	11	3

Seven compounds from above, limited to eIF4E 4G PPI, EBV gp42 inh and TNF death inh.
SMILES	eIF4E 4G PPI	EBV gp42 inh	TNF death inh
Cc1ccc(-n2c(COc3cccc(C)c3)n[nH]c2=S)cc1	-1	-16	0.1
O=C(Nc1nnc(C2=COCCO2)o1)c1ccc(S(=O)(=O)N2CCOCC2)cc1	2	-13	-0.5
CC1CN(c2cc(=O)n(-c3ccccc3)c(=O)[nH]2)CC(C)O1 (stereo unspecified)	-6[fluorescence artefact?]	3	1.1
Clc1ccc(Cc2nnc(-c3ccccc3Br)o2)cc1	0[fluorescence artefact?]	3	1.7
Cc1ccc(-n2nc3c(Cl)nnc(C)c3c2C)cc1	-2	-22	-3.2
CC(C)=NOc1nc(N(C)C)nc(N(C)C)n1	4	-3	2.0
c1ccc(-c2cc(N3CCCCCC3)n[nH]2)cc1	2	8	-1.1

Source: PubChem BioAssay
